Cardiac RTF inh = cardiac RTF calcium desensitization. IANBD-labeled cardiac RTF, Ca2+ fluorescence. P19429+P45379. AID 493244. hit rate 0.12% among 340,000. inhibition, % at 7.15 µM;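 active = inhibition above the mean inhibition of all tested compounds plus 3 SD, cut at about 17% in these data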;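 also: assay run at fixed EC70 calcium of 1.6 mM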
Keap1-Nrf2 PPI = inhibitors of human Keap1-Nrf2 protein-protein interaction; hit rate 0.15% among 340,000; Keap1 Kelch-Nrf2 peptide fluorescence polarization, 1536-well; inhibition, % at 9.4 µM; Q14145; in the data active = inhibition above about 12%;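 also: human Keap1 Kelch domain with fluorescein labeled Nrf2 9mer peptide probe; 0% = neutral control wells and 100% = peptide positive control; higher means more block of Keap1 binding to Nrf2 peptide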
Target sequence (Q14145 whole entry, looked up, the tested form may be a part): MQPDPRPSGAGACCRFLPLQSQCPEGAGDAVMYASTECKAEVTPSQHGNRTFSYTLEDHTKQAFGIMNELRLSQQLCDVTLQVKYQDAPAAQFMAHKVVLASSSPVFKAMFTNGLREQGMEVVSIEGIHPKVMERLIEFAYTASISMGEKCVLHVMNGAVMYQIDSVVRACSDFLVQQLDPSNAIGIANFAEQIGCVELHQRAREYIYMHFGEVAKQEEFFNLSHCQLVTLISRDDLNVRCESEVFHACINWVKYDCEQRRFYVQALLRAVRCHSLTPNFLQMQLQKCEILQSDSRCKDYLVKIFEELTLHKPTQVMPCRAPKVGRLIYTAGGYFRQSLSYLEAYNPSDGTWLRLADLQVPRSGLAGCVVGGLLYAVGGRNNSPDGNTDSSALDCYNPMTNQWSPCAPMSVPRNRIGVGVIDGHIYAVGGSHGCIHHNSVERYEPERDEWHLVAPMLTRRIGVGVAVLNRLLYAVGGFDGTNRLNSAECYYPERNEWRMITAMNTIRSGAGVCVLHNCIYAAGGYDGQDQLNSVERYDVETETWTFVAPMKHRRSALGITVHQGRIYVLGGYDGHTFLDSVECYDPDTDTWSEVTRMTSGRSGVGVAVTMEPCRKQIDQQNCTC
DAGLB inh = diacylglycerol lipase beta (human) inhibition. hit rate 0.059% among 340,000. AID 504411. HEK293T DAGLB membrane lysate, EnzChek fluorogenic substrate. inhibition, % at 5.17 µM; in the data active = inhibition above about 34%;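 also: 0% = enzyme with vehicle and 100% = wells lacking enzyme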
PKA-R2B act = PKA-R2B complex activation | PKA-R2B holoenzyme dissociation, Cy5-IP20 fluorescence polarization; R2B truncated from residue 108, S112A mutant; 0% DMSO only, 100% 113 µM cGMP | activation, % at 11.4 µM | hit rate 0.079% among 340,000 | AID 504700;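 active = activation above a cutoff set at the mean over all compounds plus 3 SD, cut at about 18% in these data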;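 also: higher means more holoenzyme dissociation and a rise in polarization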
CAL PDZ FP-1 = human CAL PDZ-peptide interaction inhibition; purified CAL PDZ, TMR-peptide fluorescence polarization, 1 h; inhibition, % at 20 µM; hit rate 0.02% among 330,000; AID 504414;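 active = highest replicate inhibition of at least 40%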;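 also: plate controls were DMSO neutral control wells for no effect and unlabeled competitor peptide control wells for full effect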
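System: tagged CAL PDZ domain. Schedule: 1 h room-temperature incubation prior to read. Signal: fluorescence polarization (mP). Measure: percent inhibition from loss of millipolarization.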
RTF Ca sens act = increases calcium sensitivity of human cardiac regulated thin filaments; P19429+P45379; IANBD-labeled TnC RTF fluorescence at EC20 calcium; 0% EC20 calcium, 100% full calcium; activation, % at 7.2 µM; hit rate 0.24% among 340,000;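 active = activation above the mean over all tested compounds plus 3 SD, cut at about 30% in these data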;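 also: rise in fluorescence read as greater calcium sensitivity of cardiac thin filaments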
Rtt109 Vps75 = inhibitors of Candida albicans Rtt109/Vps75 histone acetyltransferase; Q5AAJ8; purified Rtt109/Vps75, ThioGlo CoA-SH fluorescence, 4 h; inhibition, % at 34.9 µM; hit rate 0.16% among 330,000;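 active = inhibition of at least 50% in every replicate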
Target sequence (Q5AAJ8 whole entry, looked up): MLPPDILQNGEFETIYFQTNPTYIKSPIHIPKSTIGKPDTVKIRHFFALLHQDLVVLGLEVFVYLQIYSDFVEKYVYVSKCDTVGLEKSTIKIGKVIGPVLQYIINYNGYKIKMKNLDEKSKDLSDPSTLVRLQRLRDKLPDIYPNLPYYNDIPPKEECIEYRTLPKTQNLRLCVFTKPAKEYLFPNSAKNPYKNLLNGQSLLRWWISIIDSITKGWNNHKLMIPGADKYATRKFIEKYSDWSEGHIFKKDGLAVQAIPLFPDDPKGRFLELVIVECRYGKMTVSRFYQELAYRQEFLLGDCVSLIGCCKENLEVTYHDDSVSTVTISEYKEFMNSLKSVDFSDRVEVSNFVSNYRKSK
C-LANA FP = blocks KSHV LANA C-terminal domain binding to DNA. MBP-C-LANA/FAM-LBS DNA binding, fluorescence polarization. inhibition, % at 9 µM. hit rate 0.078% among 340,000. AID 504423;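 active = highest replicate inhibition at or above 60% at 9 µM, even if other replicates fall short; inactive = all replicates below 60% inhibition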;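 also: 0% = neutral control wells and 100% = 4 µM acridine orange control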
SR-BI uptake up = SR-BI HDL lipid transfer activation; hit rate 0.096% among 320,000; activation, % at 12.5 µM; CHO ldlA[mSR-BI] cells, DiI-HDL uptake fluorescence, 3 h; 100 = double the neutral-control signal;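 active = mean replicate activation of at least 60% and every replicate at or above 60%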;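 also: 0% = median plate neutral-control signal and 100% = twice that signal; values of inactives mirror those of a sister screen read the other way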
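Test system: SR-BI-overexpressing, LDLR-lacking CHO cells; Medium: Ham's F12 with 0.5% BSA, HEPES 25 mM, pH 7.4; Schedule: 3 h, 37 °C; Technique: bottom-read fluorescence, 550/595 nm.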
CAL PDZ FP-2 = CAL PDZ (human) peptide binding inhibition. purified CAL PDZ, TMR-peptide fluorescence polarization, 1 h. inhibition, % at 24.9 µM. hit rate 0.92% among 300,000. AID 602252;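 active = mean inhibition of at least 30% with at least half of replicates also reaching 30%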;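 also: 0% = DMSO neutral control and 100% = excess unlabeled competitor peptide PRC23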
* marks the source's active call; other numbers are inactive results. Rows were taken by chance; any-hit rate near 1.6%.

What do the screens show for `CC1CCCCN1C(=O)c1c(Cl)cnn1C` (stereo unspecified)?
Cardiac RTF inh: -5; Keap1-Nrf2 PPI: -4; DAGLB inh: -2; PKA-R2B act: 3; CAL PDZ FP-1: -2.3; RTF Ca sens act: 2; Rtt109 Vps75: -2; C-LANA FP: 1.5; SR-BI uptake up: 17; CAL PDZ FP-2: -7

Results for Cc1ccc(NC(=O)COC(=O)C2CC(=O)N(Cc3ccccc3)C2)cc1F (stereo unspecified) ?
Cardiac RTF inh: -8; Keap1-Nrf2 PPI: 3; DAGLB inh: -1; PKA-R2B act: -3; CAL PDZ FP-1: -0.8; RTF Ca sens act: -2; Rtt109 Vps75: 1; C-LANA FP: -0.1; SR-BI uptake up: -1

Results for Cc1ccc(N(CC(=O)Nc2cc(Cl)ccc2Oc2ccccc2)S(C)(=O)=O)cc1C ?
Cardiac RTF inh: 1; Keap1-Nrf2 PPI: -3; DAGLB inh: -9; PKA-R2B act: -11; CAL PDZ FP-1: 0.1; RTF Ca sens act: 3; Rtt109 Vps75: 2; C-LANA FP: 0.1; SR-BI uptake up: -45; CAL PDZ FP-2: -11

How did O=[N+]([O-])c1cccc(/C=N/Nc2nc(N3CCCCC3)nc(N3CCCCC3)n2)c1 do in these assays?
Cardiac RTF inh: -11; Keap1-Nrf2 PPI: -6; DAGLB inh: -2; PKA-R2B act: 2; CAL PDZ FP-1: -0.6; RTF Ca sens act: -1; Rtt109 Vps75: 4; C-LANA FP: 0.1; SR-BI uptake up: -38

Results for COc1ccc2[nH]cc(C(=O)CN3CCCCC3)c2c1 ?
Cardiac RTF inh: -2; Keap1-Nrf2 PPI: -4; DAGLB inh: -3; PKA-R2B act: -1; RTF Ca sens act: 3; Rtt109 Vps75: 11; C-LANA FP: 0.5; SR-BI uptake up: 21; CAL PDZ FP-2: -2

How did CCOC(=O)[C@@H]1[C@H]2COc3cc(OC)ccc3[C@H]2N2C(=O)N(c3cccc(C)c3)C(=O)[C@]12C do in these assays?
Cardiac RTF inh: -12; Keap1-Nrf2 PPI: 4; DAGLB inh: -4; PKA-R2B act: 0; CAL PDZ FP-1: 0.0; RTF Ca sens act: -1; Rtt109 Vps75: 0; C-LANA FP: -4.9; SR-BI uptake up: 7; CAL PDZ FP-2: 5

How did O=C(NCCCn1ccnc1)c1cc2ccccc2o1 do in these assays?
Cardiac RTF inh: 7; Keap1-Nrf2 PPI: -2; DAGLB inh: 3; PKA-R2B act: -6; CAL PDZ FP-1: 0.9; RTF Ca sens act: -2; Rtt109 Vps75: -6; C-LANA FP: -1.1; SR-BI uptake up: 14; CAL PDZ FP-2: -1

What do the screens show for `O=C(c1ccc(-n2cnnn2)cc1)N1CCCCC1`?
Cardiac RTF inh: 1; Keap1-Nrf2 PPI: -4; DAGLB inh: 2; PKA-R2B act: -3; CAL PDZ FP-1: -0.6; RTF Ca sens act: 1; Rtt109 Vps75: -5; C-LANA FP: 0.4; SR-BI uptake up: 19; CAL PDZ FP-2: -4

How did O=c1c2ccccc2c(C=Nc2cccc(S(=O)(=O)NCc3ccco3)c2)c(O)n1-c1ccc(Cl)cn1 do in these assays?
Cardiac RTF inh: -8; Keap1-Nrf2 PPI: -3; DAGLB inh: 3; PKA-R2B act: 3; CAL PDZ FP-1: -1.4; RTF Ca sens act: 2; Rtt109 Vps75: 4; C-LANA FP: -0.7; SR-BI uptake up: -18; CAL PDZ FP-2: 1

How did O=C1NC(=O)C(Cc2cccc(Oc3ccccc3)c2)S1 (stereo unspecified) do in these assays?
Cardiac RTF inh: -6; Keap1-Nrf2 PPI: -1; DAGLB inh: 7; PKA-R2B act: -6; CAL PDZ FP-1: -1.4; RTF Ca sens act: -7; Rtt109 Vps75: -13; C-LANA FP: -0.2; SR-BI uptake up: 23; CAL PDZ FP-2: 19

Results for Cc1cccc(N2CCN(C(=O)NC3CCCCC3)CC2C)c1 (stereo unspecified) ?
Cardiac RTF inh: -4; Keap1-Nrf2 PPI: 2; DAGLB inh: -2; PKA-R2B act: 12; CAL PDZ FP-1: -0.6; RTF Ca sens act: 1; Rtt109 Vps75: -2; C-LANA FP: -1.5; SR-BI uptake up: 3; CAL PDZ FP-2: -6

How did O=C(CCc1ccccc1)NNC(=O)Cc1ccc(Cl)cc1 do in these assays?
Cardiac RTF inh: -1; Keap1-Nrf2 PPI: 4; DAGLB inh: 3; PKA-R2B act: 2; CAL PDZ FP-1: -0.5; RTF Ca sens act: 0; C-LANA FP: -1.0; SR-BI uptake up: -11; CAL PDZ FP-2: 5

What do the screens show for `CCC(=O)c1cc(F)c(N2CCN(S(=O)(=O)c3ccccc3)CC2)cc1C`?
Cardiac RTF inh: -5; Keap1-Nrf2 PPI: -2; DAGLB inh: -7; PKA-R2B act: -4; CAL PDZ FP-1: 0.1; RTF Ca sens act: -5; Rtt109 Vps75: 11; C-LANA FP: 0.5; SR-BI uptake up: -45; CAL PDZ FP-2: -2

Results for CCc1cc(C(=O)NNC(=S)NCc2ccccc2)cs1 ?
Cardiac RTF inh: -3; Keap1-Nrf2 PPI: -1; DAGLB inh: -3; PKA-R2B act: 4; CAL PDZ FP-1: -0.2; RTF Ca sens act: 0; Rtt109 Vps75: -1; C-LANA FP: 1.0; SR-BI uptake up: -5; CAL PDZ FP-2: 6

What do the screens show for `O=C(Nc1ccncc1)c1cncc(Br)c1`?
Cardiac RTF inh: -4; Keap1-Nrf2 PPI: -9; DAGLB inh: 3; PKA-R2B act: 2; CAL PDZ FP-1: -3.4; RTF Ca sens act: 10; Rtt109 Vps75: -14; C-LANA FP: 0.0; SR-BI uptake up: -1; CAL PDZ FP-2: 1

What do the screens show for `CN(Cc1ccccc1C#N)S(=O)(=O)c1cccs1`?
Cardiac RTF inh: -10; Keap1-Nrf2 PPI: -4; DAGLB inh: 2; PKA-R2B act: 4; CAL PDZ FP-1: -0.4; RTF Ca sens act: 0; Rtt109 Vps75: -5; C-LANA FP: -0.3

What do the screens show for `CO/N=C(/CNC(=O)c1ccccc1Cl)c1ccc(Cl)cc1`?
Cardiac RTF inh: 5; Keap1-Nrf2 PPI: -3; DAGLB inh: -5; PKA-R2B act: -1; CAL PDZ FP-1: 0.7; RTF Ca sens act: 10; Rtt109 Vps75: 1; C-LANA FP: 0.1; SR-BI uptake up: 3; CAL PDZ FP-2: 0

How did O=C(Nc1ccccc1)C1CC(=O)N(C2CCCCC2)C1 (stereo unspecified) do in these assays?
Cardiac RTF inh: 0; Keap1-Nrf2 PPI: -4; DAGLB inh: -1; PKA-R2B act: 9; CAL PDZ FP-1: 0.5; RTF Ca sens act: 1; Rtt109 Vps75: -1; C-LANA FP: 0.5; SR-BI uptake up: 0; CAL PDZ FP-2: 6

Results for O=S(=O)(Nc1cccc(-c2cn3c(n2)SCC3)c1)c1ccc(F)cc1F ?
Cardiac RTF inh: -4; Keap1-Nrf2 PPI: 1; DAGLB inh: -1; PKA-R2B act: -3; CAL PDZ FP-1: -2.1; RTF Ca sens act: 2; Rtt109 Vps75: -3; C-LANA FP: 1.2; SR-BI uptake up: 0; CAL PDZ FP-2: -3

Results for COc1ccc(CNCCC(c2ccccc2)c2ccc3c(c2)OCO3)cc1 (stereo unspecified) ?
Cardiac RTF inh: -10; Keap1-Nrf2 PPI: -1; DAGLB inh: 2; PKA-R2B act: 1; CAL PDZ FP-1: -7.9; RTF Ca sens act: 3; Rtt109 Vps75: 15; C-LANA FP: 0.5; SR-BI uptake up: 9; CAL PDZ FP-2: -8

Among those listed so far, these have a thiophene ring, fused or not.
Results for CCc1cc(C(=O)NNC(=S)NCc2ccccc2)cs1 ?
Cardiac RTF inh: -3; Keap1-Nrf2 PPI: -1; DAGLB inh: -3; PKA-R2B act: 4; CAL PDZ FP-1: -0.2; RTF Ca sens act: 0; Rtt109 Vps75: -1; C-LANA FP: 1.0; SR-BI uptake up: -5; CAL PDZ FP-2: 6

What do the screens show for `CN(Cc1ccccc1C#N)S(=O)(=O)c1cccs1`?
Cardiac RTF inh: -10; Keap1-Nrf2 PPI: -4; DAGLB inh: 2; PKA-R2B act: 4; CAL PDZ FP-1: -0.4; RTF Ca sens act: 0; Rtt109 Vps75: -5; C-LANA FP: -0.3

(next part)
What do the screens show for `CC(CC(=O)Nc1ccc(F)cc1F)S(=O)(=O)c1ccc2c(c1)NC(=O)CO2` (stereo unspecified)?
Cardiac RTF inh: -1; Keap1-Nrf2 PPI: 1; DAGLB inh: 1; PKA-R2B act: -10; CAL PDZ FP-1: -2.0; RTF Ca sens act: 0; Rtt109 Vps75: -10; C-LANA FP: -0.7; SR-BI uptake up: 11; CAL PDZ FP-2: -3

How did O=C(N=Nc1c(O)[nH]c2ccccc12)c1cc(NS(=O)(=O)c2cccs2)cc(NS(=O)(=O)c2cccs2)c1 do in these assays?
Cardiac RTF inh: -7; Keap1-Nrf2 PPI: -5; DAGLB inh: 8; PKA-R2B act: 10; CAL PDZ FP-1: -0.5; RTF Ca sens act: 3; Rtt109 Vps75: -4; C-LANA FP: -1.8; SR-BI uptake up: 13; CAL PDZ FP-2: 0

Results for O=C(CC1C(=O)NCCN1C(=O)Nc1ccccc1)Nc1cc(Cl)ccc1Cl (stereo unspecified) ?
Cardiac RTF inh: -1; Keap1-Nrf2 PPI: -3; DAGLB inh: 0; PKA-R2B act: -7; CAL PDZ FP-1: 0.3; RTF Ca sens act: 0; Rtt109 Vps75: 21; C-LANA FP: 0.7; SR-BI uptake up: 4; CAL PDZ FP-2: -4

Results for CCOc1cc(C)nc(N2CCC(C(=O)Nc3ccccc3OCC)CC2)n1 ?
Cardiac RTF inh: 3; Keap1-Nrf2 PPI: 1; DAGLB inh: -3; PKA-R2B act: 1; CAL PDZ FP-1: -0.5; RTF Ca sens act: 0; Rtt109 Vps75: -5; C-LANA FP: -0.3; SR-BI uptake up: -34; CAL PDZ FP-2: -2

Results for O=C(COC(=O)COc1ccccc1)NC1CCCc2ccccc21 (stereo unspecified) ?
Cardiac RTF inh: -13; Keap1-Nrf2 PPI: -6; DAGLB inh: 0; PKA-R2B act: 3; CAL PDZ FP-1: -3.8; RTF Ca sens act: 12; Rtt109 Vps75: -5; C-LANA FP: 0.4; SR-BI uptake up: 8; CAL PDZ FP-2: -2

Screening results as filed in PubChem BioAssay.
